Screening data as filed in PubChem BioAssay.
HCMV antiviral = qHTS Assay for inhibitors of the human cytomegalovirus (HCMV); HFF cells, HCMV-luciferase reporter, 72 h; active compounds read low; activity change, negative = inhibition, % at 57.5 µM; 410,000 tested, 4.5% active; AID 1259415, 2018; in the data active means activity change below about -60%; inconclusive means no clear call, values can overlap the other calls; inactive means above about -39%
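Human foreskin fibroblasts infected with luciferase-reporter HCMV at MOI 1 PFU/cell, compounds at two doses. Luciferase measured 72 h post infection; normalized to buffer-only basal and Salinomycin (10uM) controls.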
TbPYK inhibitor = qHTS of Trypanosoma Brucei Inhibitors; pyruvate kinase (Trypanosoma brucei), Q57TT1; 410,000 tested, 0.12% active; Potency, µM (doses to about 76.8 µM), inactives show at the highest dose activity, negative = inhibition, actives largely listed as inhibitors; TbPYK enzyme, Kinase-Glo Plus ATP luminescence, 45 min; further: potency means the concentration at half of the fitted maximal effect; nearly all actives have a fitted effect of over 50% in size
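Enzyme and substrate buffer are dispensed first and compound is pin-transferred. ADP at 130 uM final then starts the reaction, which runs 45 min at room temperature. Detection reagent is added for 10 min before luminescence is imaged.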
AMA1-RON2 inh = qHTS for Inhibitors of AMA1-RON; Towards Development of Antimalarial Drug Lead: Primary Screen; Plasmodium falciparum AMA1 (3D7) - RON2 peptide interaction; AlphaScreen AMA1-biotinylated RON2 peptide binding; Potency, µM (doses to about 58.2 µM), without a hit: at the highest dose activity change, negative = inhibition, actives largely listed as inhibitors; 360,000 tested, 0.2% active; AID 720542, 2013;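 further: potency means the concentration at half of the fitted maximal effect; 0% = vehicle wells and -100% = peptide control; nearly all actives have a fitted effect of over 45% in size; some results filed as inactive show a strong effect at the top dose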
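AMA1 (3D7) with his tag at 25 nM final met compounds first, then biotinylated RON2 peptide at 25 nM; detection used donor plus acceptor beads, 10 µg/mL apiece, read by AlphaScreen after 30 min at room temperature.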
AmpC inh detg = qHTS Inhibitors of AmpC Beta-Lactamase (assay with detergent); AmpC hydrolysis of nitrocefin, absorbance 480 nm, 0.01% Triton; Potency, µM (doses to about 114 µM), without a hit: at the top dose activity change, negative = inhibition, hits mostly inhibitors; 370,000 tested, 0.041% active; AID 485294, 2010;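 further: potency means the concentration at half of the fitted maximal effect; 0% = no-compound wells and -100% = no-enzyme wells; nearly all actives have a fitted effect of over 25% in size; some results filed as inactive show a strong effect at the top dose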
Target sequence (P00811 whole entry, looked up): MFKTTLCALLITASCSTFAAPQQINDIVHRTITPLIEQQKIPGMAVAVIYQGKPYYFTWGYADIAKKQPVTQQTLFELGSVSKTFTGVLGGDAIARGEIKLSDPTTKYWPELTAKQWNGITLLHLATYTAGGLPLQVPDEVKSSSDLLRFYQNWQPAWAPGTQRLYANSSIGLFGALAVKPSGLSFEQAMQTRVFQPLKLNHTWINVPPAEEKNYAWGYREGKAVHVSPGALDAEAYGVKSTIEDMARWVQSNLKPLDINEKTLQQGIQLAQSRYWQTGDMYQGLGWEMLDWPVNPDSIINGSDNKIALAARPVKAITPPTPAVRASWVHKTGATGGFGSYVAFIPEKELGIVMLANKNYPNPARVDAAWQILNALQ
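20 mM phosphate pH 7.0 + 0.01% (detergent screen) or 0.0001% Triton X-100; 5.3 nM AmpC reagent; cpd preinc 15 min RT; nitrocefin (800 uM stock) to start; A480 q20 s × 4 min; Activity was normalised to no-enzyme and no-compound control wells.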
HCV inhibitor = qHTS Assay for Inhibitors of Hepatitis C Virus (HCV); AID 651820, 2012; Huh7.5.1 HCVcc-Cre infection, luciferase reporter, 44 h; 340,000 tested, 3.4% active; Potency, µM (top dose mostly 41.8 µM), for inactives: at the highest dose activity change, negative = inhibition, hits mostly inhibitors; further: potency means the concentration at half of the fitted maximal effect
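Reporter virus HCVcc-Cre (~0.5 moi) infects cells exposed to compound; seeding density 1,000 cells/well with 4 h settling beforehand. Luminescence, 15 sec read, taken 44 h post-infection following a 15 min RT substrate incubation.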
LmPK inh = qHTS Assay for Inhibitors of Leishmania Mexicana Pyruvate Kinase (LmPK); Potency, µM (top dose mostly 57.5 µM), for inactives: at the highest dose activity change, negative = inhibition, actives largely listed as inhibitors; purified LmPK, Kinase-Glo ATP luminescence, 1 h; 290,000 tested, 0.37% active; Q27686; further: potency means the concentration at half of the fitted maximal effect
Target sequence (Q27686 whole entry, looked up): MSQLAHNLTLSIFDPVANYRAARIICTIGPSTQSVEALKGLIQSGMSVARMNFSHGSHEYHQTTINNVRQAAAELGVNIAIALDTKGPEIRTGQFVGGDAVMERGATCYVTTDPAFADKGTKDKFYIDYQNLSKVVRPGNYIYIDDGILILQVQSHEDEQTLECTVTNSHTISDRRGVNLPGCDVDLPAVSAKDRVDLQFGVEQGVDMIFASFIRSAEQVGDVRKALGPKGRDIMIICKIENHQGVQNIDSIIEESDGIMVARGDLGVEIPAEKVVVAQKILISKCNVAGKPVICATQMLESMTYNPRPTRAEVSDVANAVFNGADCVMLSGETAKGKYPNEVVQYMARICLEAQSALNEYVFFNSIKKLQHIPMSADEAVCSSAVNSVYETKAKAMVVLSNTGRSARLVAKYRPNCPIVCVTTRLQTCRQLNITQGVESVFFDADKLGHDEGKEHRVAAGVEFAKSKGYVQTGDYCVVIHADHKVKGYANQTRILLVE
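0.1 nM LmPK, 0.5 mM PEP, 0.1 mM ADP; 50 mM imidazole pH 7.2, 7 mM MgCl2, 50 mM KCl; 1 h RT. Kinase-Glo luminescence readout, normalized to no-enzyme (full inhibition) and uninhibited wells.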
AmpC inh no detg = qHTS Inhibitors of AmpC Beta-Lactamase (assay without detergent). AID 485341, 2010. Potency, µM (highest dose often 57.1 µM), without a hit: at the top dose activity change, negative = inhibition, most hits filed as inhibitors. 330,000 tested, 0.52% active. AmpC nitrocefin hydrolysis, absorbance 480 nm, 0.0001% Triton;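 further: potency means the concentration at half of the fitted maximal effect; plate controls were no compound for no effect and no enzyme for full effect; nearly all actives have a fitted effect of over 20% in size; some results filed as inactive show a strong effect at the top dose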
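20 mM phosphate pH 7.0 + 0.01% (detergent screen) or 0.0001% Triton X-100; 5.3 nM AmpC reagent; cpd preinc 15 min RT; nitrocefin (800 uM stock) to start; A480 q20 s × 4 min; Activity was normalised to no-enzyme and no-compound control wells.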
Starred values were filed as active, the others as inactive; ? = inconclusive; / = not tested or not shown; [ ] = dose if it differs, or a comment. Unless noted, the call rests on the fitted dose curve; in most records, active means well fitted curve in the direction sought with a large enough effect; inconclusive means small, poorly fitted or top-dose-only effect, or another doubt; inactive means no such curve, though single readings can be large; an effect the other way counts as inactive or inconclusive. Unless noted, on the % scale 0 is the no-effect control and ±100 the full control effect.

SMILES | HCMV antiviral | TbPYK inhibitor | AMA1-RON2 inh | AmpC inh detg | HCV inhibitor | LmPK inh | AmpC inh no detg
CC(C)(C)NC(=O)Cc1ccc(Cl)c(Cl)c1 | -22 | 0% | 17% | 8% | 13% | -1% | -29%
Cc1cccc(CN2CCC(C(N)=O)CC2)c1 | -3 | 0% | 16% | -6% | 25% | 4% | -40%
O=C(N/N=C\c1ccc2c(c1)OCO2)c1ccc(Cn2cc(Br)c([N+](=O)[O-])n2)o1 | -24 | -16% | -8% | -6% | -2% | 0% | -33%
CCOC(=O)c1cnc2ccc(OCC)cc2c1NCc1cccnc1 | ? | ? | 7% | -5% | ? | 0% | 21%
O=c1c(-c2ccccc2)coc2c(CN3CCCC3)c(O)ccc12 | 19 | -5% | 4% | -13% | 4% | -1% | -21%
Cc1ccc(Cn2c(C)c3cnn(CC(=O)N4CCN(c5ccc(F)cc5)CC4)c(=O)c3c2C)cc1 | ? | -2% | / | 10% | / | / | /
O=S(=O)(c1cccc2cccc(Cl)c12)N1CCCC1 | 28 | 0% | 0% | 10% | -18% | 2% | 2%
Cc1ccc(CNS(=O)(=O)c2cc(F)ccc2CN2C(=O)c3cccnc3C2=O)o1 | 1 | -11% | 0% | 0% | 15% | 4% | -3%
CC1(Cc2cc(Cl)ccc2C(F)(F)F)C(=O)Nc2cc(-c3ccccc3Cl)ccc21 (stereo not drawn) | 3 | 2% | -5% | / | / | / | /
COc1ccccc1C(C)NCC(=O)Nc1ccccc1C(F)(F)F (stereo not drawn) | -40 | 6% | 0%[11.6 µM] | ? | -9% | 2% | 30%
CCn1ccnc1CNC(=O)CC1C(=O)NCCN1CCCc1ccccc1 (stereo not drawn) | -15 | 1% | 124%[activator] | ? | 10% | -1% | 22%
CC(=O)Cc1nsc(NC(=O)c2ccc(COc3ccc(C)cc3)o2)n1 | -25 | 1% | 20% | 0% | -2% | 2% | -1%
CCCC1=[N+](CC(=O)c2ccc(Br)cc2)CCn2cccc21 | 5 | 1% | -6% | -1% | -17% | 4% | -8%
CCOc1ccc(OCC)c(NC(=O)CSc2nc3ccccc3c(=O)n2C)c1 | -70* | 1% | 4% | ? | ? | 0% | -10%
COc1ccccc1CN1Cc2cccc3c2[C@@H](CC1=O)[C@H](O)[C@H](O)C3 | -10 | -2% | 0% | 5% | 6% | / | -4%
N#Cc1ncc(C(F)(F)F)cc1Sc1ccc(N)cc1 | 2 | -26% | -1% | 5% | -27% | 3% | -18%
CCn1c(=O)c([N+](=O)[O-])c(NCCN(C)C)c2ccccc21 | 72 | -13% | 12% | 5% | 21% | 1% | -7%
CC1CCCN(CCCNC(=O)C2CC(=O)N(CCc3ccccc3)C2)C1 (stereo not drawn) | 10 | 1% | -1% | 3% | -1% | 1% | -2%
C=CCNC(=O)C(C)Sc1ccc(Cl)cc1 (stereo not drawn) | -10 | ? | 5% | -8% | -5% | 0% | -4%
COc1ccc2c(c1)c1c(c(=O)n(-c3ccccc3)c(=O)n1CC(=O)Nc1ccc(C)c(C)c1)n2C | 8 | 2% | / | -2% | / | / | /
CN(C)C(=O)CSc1nc2ccccc2c(=O)[nH]1 | -5 | 6% | -2% | 1% | 28% | -6% | -21%
CCCc1nc2ccc(C)cn2c1Cc1cccc(Cl)c1 | 32 | -1% | -20% | / | / | / | /
O=C(Nc1cccnc1)C1(F)C(F)(F)C(F)(F)C(F)(F)C(F)(F)C1(F)F | 40 | -33% | 7% | -8% | 3.2µM* | 0% | 28%
O=C(COC(=O)c1cc(=O)[nH]c2ccccc12)NCc1cccs1 | -12 | 3% | -14% | 7% | 7% | 0% | -13%

Filtered by structure, the entries above with fluorine.
SMILES | HCMV antiviral | TbPYK inhibitor | AMA1-RON2 inh | AmpC inh detg | HCV inhibitor | LmPK inh | AmpC inh no detg
Cc1ccc(Cn2c(C)c3cnn(CC(=O)N4CCN(c5ccc(F)cc5)CC4)c(=O)c3c2C)cc1 | ? | -2% | / | 10% | / | / | /
Cc1ccc(CNS(=O)(=O)c2cc(F)ccc2CN2C(=O)c3cccnc3C2=O)o1 | 1 | -11% | 0% | 0% | 15% | 4% | -3%
CC1(Cc2cc(Cl)ccc2C(F)(F)F)C(=O)Nc2cc(-c3ccccc3Cl)ccc21 (stereo not drawn) | 3 | 2% | -5% | / | / | / | /
COc1ccccc1C(C)NCC(=O)Nc1ccccc1C(F)(F)F (stereo not drawn) | -40 | 6% | 0%[11.6 µM] | ? | -9% | 2% | 30%
N#Cc1ncc(C(F)(F)F)cc1Sc1ccc(N)cc1 | 2 | -26% | -1% | 5% | -27% | 3% | -18%
O=C(Nc1cccnc1)C1(F)C(F)(F)C(F)(F)C(F)(F)C(F)(F)C1(F)F | 40 | -33% | 7% | -8% | 3.2µM* | 0% | 28%

(cont.)
SMILES | HCMV antiviral | TbPYK inhibitor | AMA1-RON2 inh | AmpC inh detg | HCV inhibitor | LmPK inh | AmpC inh no detg
CSc1ccc(CNC(=O)C2CCN(c3nc4ccccc4nc3C(F)(F)F)CC2)cc1 | 4 | -2% | / | 2% | / | / | /
CCn1c(C)nc2cc(C(=O)N/N=C/c3cccc(OC)c3O)ccc21 | -15 | -5% | 72%[activator] | 2% | ? | 1% | 13%
Cc1cc(C(=O)NC2CCCc3c2cnn3-c2cccc(C)c2C)n(C)n1 (stereo not drawn) | -40 | 8% | 2% | -2% | 0.32µM* | 2% | 94%[activator]
O=C(CSc1nnc(-c2ccco2)n1CC1CCCO1)c1ccccc1 (stereo not drawn) | -16 | ? | 4% | -9% | 17% | 1% | 4%
Cc1ccccc1CN1CCN(C(=O)c2cccc(F)c2)CC1 | -3 | 9% | -17% | -14% | 2% | -1% | -3%
O=S(=O)(N/N=C1/CC(c2ccccc2)Oc2ccccc21)c1ccccc1 (stereo not drawn) | -3 | -2% | -12% | / | 14% | / | /
C[C@]12C(=O)N(c3ccc(Br)cc3)C(=O)N1[C@@H]1c3ccccc3OC[C@@H]1[C@H]2c1ccccc1 | 2 | 5% | -8% | -17% | ? | -1% | -21%
O=C1c2ccccc2C(=O)N1c1ccccc1S(=O)C(F)(F)F (stereo not drawn) | -3 | 1% | 7% | -9% | 7% | 10% | -12%
CCOc1ccc(-c2nc3c(c(SCC(=O)N4CCCCC4)n2)Cc2cccc(OC)c2O3)cc1 | -5 | -5% | / | 13% | / | / | /
CC(=O)N(C)c1ccc(NC(=O)Nc2ccc(C)c(C)c2)cc1 | -16 | 2% | 8% | -8% | ? | 4% | 21%
Cc1noc(C)c1NC(=O)Nc1cccc2c1O[C@H](CN(C)C(=O)Nc1ccc(C(F)(F)F)cc1)[C@@H](C)CN([C@H](C)CO)C2=O | 15 | 1% | -1% | / | 10% | / | 158%[activator]
COc1cc(/C=N/NC(=O)c2ccc(Cl)cc2)ccc1OCC(=O)N1CC(C)OC(C)C1 (stereo not drawn) | 54 | 4% | -7% | -1% | 17% | 3% | 50%
COc1cccc(OC)c1C1=CC(=O)C[C@H](c2ccc3c(c2)OCO3)C1 | -17 | -4% | -30% | -4% | ? | / | 3%
CCCNC(=O)C1(C)CCCN(C(=O)c2ccc(OC(F)F)cc2)C1 (stereo not drawn) | -6 | 2% | 12% | / | / | / | /
O=C(NC1CCCc2ccccc21)c1n[nH]c(=O)c2ccccc12 (stereo not drawn) | -31 | 1% | 5% | -2% | 22µM* | 4% | -33%
CC(C)(C)c1ccc(NC(=O)COC(=O)C2=COCCO2)cc1 | ? | 3% | 4% | -7% | 7% | 3% | -2%
Cc1ccc(C2C=NN(c3ccccc3)C2=O)cc1 (stereo not drawn) | 22 | 8% | 5% | -4% | 7% | 0% | -27%
O=C(Nc1nnc(CCN2CCCCC2)s1)c1ccc(Cl)cc1Cl | -6 | 2% | 1% | 0% | 9% | -1% | -4%
C=CC[C@H](CC(=O)N(CCO)Cc1ccccc1)C(=O)N[C@H](C)COC(=O)[C@@H](CC=C)Cc1ccc(F)cc1 | 33 | 0% | 0% | / | ? | / | 195%[activator]
Cc1ccc(C(=O)C(C)OC(=O)C2CCN(c3ccc(C(F)(F)F)cn3)CC2)cc1C (stereo not drawn) | 10 | -2% | 5% | -5% | -17% | / | -2%
C=CCNC(=O)CN(c1ccccc1OCC)S(=O)(=O)c1ccc(C)cc1 | -13 | 2% | 0% | -1% | 8% | 8% | 49%
N#Cc1cn(-c2ccccc2)nc1-c1ccccc1 | 32 | -13% | 11% | 2% | ? | 4% | -15%
Clc1ccc(-c2cc(CN3CCOCC3)no2)cc1 | 62 | -3% | -13% | 5% | -12% | -1% | 4%
CCC(C)C(NC(=O)c1ccc(Cl)cc1)C(=O)Nc1cccnc1 (stereo not drawn) | 43 | -13% | 22% | 3% | ? | -1% | -22%
Cc1ccc(CNC2=NCCCCC2)n1C | 15 | 6% | 18% | -1% | 6% | 4% | -5%
C[C@H](O)[C@@H]1CN2CCc3c([nH]c4ccccc34)[C@@H]2C[C@@H]1N(C)C(=S)Nc1ccc(C#N)cc1 | -15 | -7% | 2% | / | / | / | /
CC(/C=C/c1ccc(O)cc1)=N/O | ? | -10% | -5% | 1% | ? | ? | -14%
O=C(Nc1ccccc1)N1CCC(c2nc(-c3ccc(S(=O)(=O)N4CCOCC4)cc3)no2)CC1 | -38 | -14% | -6% | ? | 10µM* | 2% | 51%
CCOC(=O)c1ccc2c(c1)nc(COc1ccc(OC)cc1)n2CC | -20 | -3% | 5% | -13% | ? | 16% | 1%
CC(C)c1ccc(NC(=O)CN2CCN(c3ccccn3)CC2)cc1 | -35 | -6% | -8% | -1% | -19% | -8% | 55%
Cc1ccc(Cn2ccc(NC(=O)CCSc3nc(-c4ccco4)cc(C(F)(F)F)n3)n2)cc1 | 35 | -5% | 14% | 2% | 11µM* | 7% | -31%
Cc1ccc(NC(=O)c2ccc(Cl)c(S(=O)(=O)N3CCCC3)c2)nc1 | ? | 4% | -1% | ? | ? | / | -16%
CC(=O)N/C(=C/c1ccc2c(c1)OCO2)C(=O)NCC(=O)O | -14 | -10% | -4% | -7% | 11% | -5% | -20%
COc1cccc2sc(N)nc12 | -26 | -11% | 0% | -2% | -4% | / | 0%
